TSHR antagonist – blocks TSH signaling through the human TSH receptor; P16473; TSHR-expressing cells, TSH-stimulated cAMP HTRF, 2 h; active compounds read low; activity change, negative = inhibition, % at 11.5 µM; 330,000 compounds, 0.2% hits;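 active means activity change below a set negative limit, meaning inhibition stronger than a set level, cut at about -70% in these data; inconclusive means activity change between two set negative limits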; further: on the % scale 0 is the no-effect control and ±100 the full control effect
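Antagonism was scored as loss of TSH-driven cAMP in TSHR cells, stimulated with 4nM TSH (EC80) for 2 hours at 37 deg C and detected by homogeneous HTRF competition immunoassay.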
ASM inhibitor – inhibitors of human secretory acid sphingomyelinase | 340,000 compounds, 0.006% hits | placental ASM, HMU-PC fluorogenic substrate, 60 min | Potency, µM (top dose mostly 57.5 µM), for the others: at the top dose activity change, negative = inhibition, usual class: inhibitors; further: potency means the concentration at half of the fitted maximal effect
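HMU-PC0 cleavage (9 uM final) by human placental ASM, 60 min at 37 °C following 10 min compound exposure at RT; stopped at pH 10, fluorescence Ex 386/Em 447 nm.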
ELG1 DNA repair – blocks ELG1-dependent DNA repair in HEK293T cells. HEK293T ELG1-luciferase reporter, luminescence, 16 h; DNA damage induced by 5-fluorouridine. Potency, µM (doses to about 46.1 µM), for the others: top-dose activity change, negative = inhibition, usual class: inhibitors. 330,000 compounds, 2.3% hits; further: potency means the concentration at half of the fitted maximal effect; on the % scale 0 is the no-effect control and ±100 the full control effect; nearly all actives have a fitted effect of over 55% in size
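Step one: seed 2,000 cells per well. Step two: pin-transfer compound or DMSO alongside 5-fluorouridine. Step three: incubate 16 hr, 37 °C, 5% CO2. Step four: add ONE-Glo, wait 30 min, read luminescence.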
TSG101-PTAP inh – blocks PTAP/TSG101 interaction to inhibit HIV-1 budding | Q99816 | 340,000 tested, under 10 active | Fluorescence polarization, FITC-PTAP peptide / Tsg101 binding | Potency, µM (series often up to 115 µM), for the others: at the top dose activity change, negative = inhibition, usual class: inhibitors; active means well fitted inhibition curve with a large enough effect in the main read-out, with a control signal flat, not every such curve was filed as active; inconclusive means small, poorly fitted or top-dose-only effect, or effect the other way, or a change in a side signal; inactive means no such curve, though single readings can be large or run the other way; further: potency means the concentration at half of the fitted maximal effect; % of control where 0% means no effect
Target sequence (Q99816 whole entry, looked up): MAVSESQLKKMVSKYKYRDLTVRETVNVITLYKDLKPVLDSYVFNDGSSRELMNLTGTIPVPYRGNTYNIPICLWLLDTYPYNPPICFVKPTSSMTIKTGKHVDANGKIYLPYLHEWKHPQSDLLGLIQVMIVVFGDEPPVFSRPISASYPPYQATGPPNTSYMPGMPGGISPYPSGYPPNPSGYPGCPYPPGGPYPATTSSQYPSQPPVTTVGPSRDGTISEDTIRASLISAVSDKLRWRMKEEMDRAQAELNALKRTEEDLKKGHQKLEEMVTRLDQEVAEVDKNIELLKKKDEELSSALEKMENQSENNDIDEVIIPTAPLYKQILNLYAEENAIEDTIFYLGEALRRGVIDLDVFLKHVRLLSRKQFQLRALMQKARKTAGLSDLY
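Fluorescence anisotropy tracks displacement of a FITC-tagged PTAP peptide (50 nM) from the Tsg101 binding domain (10 uM), following a 20 min room-temperature incubation at pH 7.5.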
Mito fusion yeast – inhibitors of mitochondrial division or activators of mitochondrial fusion. 320,000 compounds, 0.23% hits. Potency, µM (doses to about 46.1 µM), without a hit: top-dose growth rescue (activation), actives largely listed as activators. S. cerevisiae fusion-defective mutant growth rescue, CellTiterGlo 48 h;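 further: potency means the concentration at half of the fitted maximal effect; % of control where 0% means no effect; nearly all actives have a fitted effect of over 45% in size; temperature-sensitive fusion mutants such as fzo1-1 at 37 °C on non-fermentable ethanol glycerol medium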
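Growth-rescue viability read-out: after 48 h at the non-permissive 37C in glycerol/ethanol YPEG, yeast mitochondrial fusion mutants are measured by CellTiterGlo luminescence; compounds (23 nl pinned per well) restoring growth score as division inhibitors or fusion activators.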
Chronic BCR inh – chronic active BCR signaling inhibition | ABC-DLBCL IkBa-CBG/CBR reporter, luminescence ratio, 4 h | Potency, µM (top dose mostly 46.1 µM), without a hit: at the top dose ratio change, negative = lower green/red ratio, hits mostly inhibitors | 340,000 compounds, 0.05% hits; active means well fitted inhibition curve with a large enough effect in the signal ratio, with a control signal flat, not every such curve was filed as active; inconclusive means small, poorly fitted or top-dose-only effect, or effect the other way, or a change in a side signal; the % refers to the signal ratio;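 further: potency means the concentration at half of the fitted maximal effect; plate controls were basal doxycycline-induced cells for no effect and cells given 10 µM MG132 for full effect; MG132 reads +100%, hits lower the ratio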
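Compounds up to 46 uM were incubated four hours with TMD8 cells whose green CBG68 luciferase is fused to IkappaBalpha; red CBR luminescence normalised the signal, and concentration-effect curves were fitted to fusion, red and ratio data.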
Eya2 inh – blocks the phosphatase activity of human Eya2 | O00167 | 330,000 compounds, 0.006% hits | recombinant Eya2, OMFP fluorescence dephosphorylation (OMFP is methylfluorescein phosphate) | Potency, µM (doses to about 76.9 µM), inactives show at the highest dose activity, negative = inhibition, hits mostly inhibitors; further: potency means the concentration at half of the fitted maximal effect; on the % scale 0 is the no-effect control and ±100 the full control effect
Target sequence (O00167 whole entry, looked up): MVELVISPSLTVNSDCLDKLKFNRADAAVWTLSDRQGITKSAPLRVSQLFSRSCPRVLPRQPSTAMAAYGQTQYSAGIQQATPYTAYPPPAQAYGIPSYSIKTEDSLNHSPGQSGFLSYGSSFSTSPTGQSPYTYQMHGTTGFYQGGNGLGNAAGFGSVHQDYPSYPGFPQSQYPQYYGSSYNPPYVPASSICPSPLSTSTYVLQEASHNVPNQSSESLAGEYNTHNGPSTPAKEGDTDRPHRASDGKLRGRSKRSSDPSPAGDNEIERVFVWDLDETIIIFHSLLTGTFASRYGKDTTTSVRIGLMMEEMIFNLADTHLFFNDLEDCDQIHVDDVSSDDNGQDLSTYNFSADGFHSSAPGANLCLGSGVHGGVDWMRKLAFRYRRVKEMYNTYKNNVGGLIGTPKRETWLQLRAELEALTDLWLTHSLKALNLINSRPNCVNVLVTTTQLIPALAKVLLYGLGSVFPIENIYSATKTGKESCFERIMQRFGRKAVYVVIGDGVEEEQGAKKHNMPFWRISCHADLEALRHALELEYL
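Eya2 protein (added as 0.2 uM solution) was preincubated with compound for 10 min at ambient temperature in 50 mM HEPES pH 7.5, 50 mM NaCl, 5 uM MgCl2, 0.05% BSA, 1 mM DTT. OMFP (added at 50 uM) then reacted 10 min; fluorescence read at 485/525 nm.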
a7 integrin act – integrin-mediated muscular dystrophy alleviation activation. Potency, µM (top dose mostly 38.3 µM), without a hit: top-dose activation, actives largely listed as activators. 350,000 compounds, 0.064% hits. AID 624291. alpha7betagal myoblasts, beta-gal FDG fluorescence, 48 h;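 further: potency means the concentration at half of the fitted maximal effect; 100% = response of the positive control SU9516; nearly all actives have a fitted effect of over 60% in size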
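Alpha7betagal+/- myoblasts (passage 13) were plated 16-24 hr, then exposed to compounds (1:260 dilution of DMSO stock) for 48 hours at 37C. After MPER lysis, β-galactosidase reporter activity was read as FDG fluorescence (ex 480/em 540) after 30 minutes.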
A-T KAP1 phos – potential ataxia-telangiectasia treatment. AID 485349. […] A-T fibroblasts, KAP-1 phosphorylation AlphaLISA; neocarzinostatin DNA damage 30 min before lysis. 320,000 compounds, 0.19% hits. Potency, µM (titrated, usually from 57.5 µM), for the others: top-dose activation, actives largely listed as activators; further: potency means the concentration at half of the fitted maximal effect; % of control where 0% means no effect; nearly all actives have a fitted effect of over 45% in size
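hTERT-immortalized A-T patient fibroblasts ([…]), 500 cells/well in OPTI-MEM, 1% FBS, got compounds for 60 min, then NCS for 30 min at 37C. Lysates were then assayed for phospho-KAP-1 by AlphaLISA (anti-pKAP1 donor, anti-KAP1 acceptor beads), 6 hr at 25C.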
TCR act – activators of T cell receptors; 330,000 tested, under 10 active; primary human leukocytes, anti-CD3, IL-2 HTRF, 48 h; AID 504894; Potency, µM (series often up to 9.22 µM), for the others: top-dose activation of IL-2 secretion, hits mostly activators; further: % of control where 0% means no effect
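Primary human leukocytes were stimulated with a-CD3 beads plus compounds for 48 hr without co-stimulation; secreted IL-2 was quantified by HTRF using a-IL-2-K (europium cryptate) and a-IL-2-d2, excited at 320nm with acceptor emission read at 665nm.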
Tb PFK inh – T. brucei PFK enzyme inhibition. O15648. T. brucei PFK, ADP-Glo luminescence. Potency, µM (doses to about 57.5 µM), without a hit: top-dose activity, negative = inhibition, usual class: inhibitors. 330,000 compounds, 0.17% hits. AID 485367;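 further: potency means the concentration at half of the fitted maximal effect; 0% = uninhibited 1x PFK enzyme wells and -100% = no-enzyme wells; nearly all actives have a fitted effect of over 60% in size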
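In TEA buffer at pH 8.0 with 5 mM MgCl2, enzyme (1.25 nM) converted F6P (0.5 mM) and ATP (0.1 mM) for 45 min at room temperature. ADP product was read by luciferase luminescence.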
An asterisk follows results filed as active; ? = inconclusive; / = no result given; [ ] = dose if it differs, or a comment. Unless noted, the call rests on the fitted dose curve; in most records, active means well fitted curve in the direction sought with a large enough effect; inconclusive means small, poorly fitted or top-dose-only effect, or another doubt; inactive means no such curve, though single readings can be large; an effect the other way counts as inactive or inconclusive.

Values run as follows: TSG101-PTAP inh, Chronic BCR inh, Eya2 inh, TCR act, Mito fusion yeast, A-T KAP1 phos, Tb PFK inh, a7 integrin act, TSHR antagonist, ASM inhibitor, ELG1 DNA repair
CN1CCN(C(=O)/C=C\C(=O)O)CC1
 : -1.2%, 4.8%, 2.7%, 2.9%[46.1 µM], -5.4%, 8.7%, 3.6%, 4.4%, -4.7, -0.3%, 0.3%
CSc1ccccc1OCc1cc(C(=O)N(C)CCn2nc(C)cc2C)no1
 : -5.0%, -12.4%, 3.4%, 0.7%, -3.8%, 5.2%, 0.8%, -17.3%, 14.8, -1.3%, -16.2%
O=C(c1ccc2ccccc2c1)C1CCCN(C(=O)CCn2cnnn2)C1 (stereo not drawn)
 : -3.4%, 12.2%, 10.5%, -6.1%, 2.4%, 1.9%, -7.1%, -11.2%, -10.0, 4.5%, 7.7%
Nc1nc(Cl)cc(NCCc2ccc(O)cc2)n1
 : -2.0%, -22.6%, -18.0%, /, 3.6%, -4.1%, -10.4%, -17.0%, 8.1, 6.7%, -3.4%
CCCS(=O)(=O)N1CCCC(C(=O)NCCc2ccccc2)C1 (stereo not drawn)
 : -2.1%, ?, -12.4%, -12.8%, 10.8%, -2.3%, -2.7%, 3.5%, -7.6, -1.8%, 2.3%
CCC(C)NC(=O)c1c(-c2cc(Cl)c(OC)c(Cl)c2)noc1C (stereo not drawn)
 : -3.0%, -0.4%, 8.3%, -0.9%, 2.9%, -10.4%, -2.5%, 6.8%, 9.1, 1.8%, 1.3%
O=[N+]([O-])c1cc(C(F)(F)F)cc([N+](=O)[O-])c1NN=C1CCCCC1
 : ?, ?, -4.8%, 7.7%[46.1 µM], 2.0%, 1.5%, -11.6%, -49.0%[inhibitor], -1.0, -4.1%, 20.4%
CCOC(=O)c1c(C)sc2c1N(C(=O)CN(CC)CC)c1cc(Cl)ccc1S2
 : -9.6%, 12.0%, 6.5%, -5.6%, 0.4%, 5.1%, -0.1%, -19.6%, -4.9, 4.2%, 5.4%
Cc1cccc(NC(=O)N(Cc2cc3cc(C)ccc3[nH]c2=O)CC2COCCO2)c1 (stereo not drawn)
 : -5.9%, 4.2%, -6.5%, 2.9%, 3.7%, 17.9%, -22.3%, -76.2%[inhibitor], 34.6, -3.7%, 11.6µM*
O=C(C1=C[C@@H]2[C@H]3C(=O)N(c4ccccc4Cl)C(=O)[C@H]3[C@@H](C(=O)c3ccc(Cl)cc3)N2C=C1)c1ccccc1
 : /, 0.9%, 6.8%, -6.1%[46.1 µM], 0.8%, 9.9%, 3.6%, /, -3.8, /, 15.2%
CCn1c(SC)nc2c(c1=O)SC(C)C2 (stereo not drawn)
 : -4.4%, ?, -36.1%, 3.4%, -0.1%, -4.9%, 0.6%, -1.7%, 7.5, 13.6%, ?
Cn1c(=O)c(C#N)c(-c2ccc(F)cc2)c2cc(C(=O)c3cc(Cl)cc(Cl)c3O)cnc21
 : -15.0%, ?, -5.8%, -2.6%, -0.3%, 14.0%, 13.9%, 19.7%, -37.0, ?, ?
CCN(CC)S(=O)(=O)c1ccc(N2CCCC2)c(NC(=O)c2ccncc2)c1
 : 0.7%, -7.6%, 9.7%, -0.7%, -2.4%, -1.9%, 2.2%, 5.7%, -0.3, -2.1%, 7.9%
COCCNC(=O)C(=O)N/N=C(\C)CC(=O)Nc1ccc(Cl)cc1Cl
 : -2.0%, -5.6%, 6.0%, -2.9%, 19.7%, 4.7%, 0.9%, -3.1%, 4.8, 0.9%, ?
CCOc1ccc(-c2ccc3nnc(SCC(=O)NCC4CCCO4)n3n2)cc1 (stereo not drawn)
 : -1.0%, 1.4%, -14.0%, 4.4%, -4.7%, 4.0%, -3.9%, 3.8%, 1.8, 19.3%, 2.4%
CCOc1ccc(/C=N/n2c(C)nc3ccccc3c2=O)cc1
 : 1.7%, -2.3%, 1.8%, 3.3%, -2.1%, -10.9%, -1.8%, 19.9%, -5.1, -3.1%, ?
Cc1ccc(-c2nc(Nc3cccc(C)c3)sc2CC(=O)O)cc1
 : -4.4%, -1.8%, -7.5%, 7.1%, ?, 4.7%, -6.1%, -3.7%, 8.2, 2.9%, ?
COc1cc(C=O)cc(Cl)c1OC(=O)N1CCOCC1
 : -5.4%, 3.8%, -2.9%, -3.6%, 12.3%, 11.4%, -27.4%, 0.4%, 17.7, 0.3%, 3.2%
O=C(c1cccc(S(=O)(=O)N2CCCCC2)c1)N1CCc2ccccc21
 : 3.1%, 0.1%, 2.4%, 3.7%[46.1 µM], 5.3%, 9.9%, -8.0%, -23.6%, 7.3, -0.2%, 7.2%
O=C(CCCn1cnc([N+](=O)[O-])n1)Nc1cccc2ccccc12
 : 1.3%, ?, 1.7%, -1.5%, -1.8%, 3.0%, -1.3%, -26.9%, -4.7, 7.4%, -13.7%
CC(C)OCCCNC(=O)C1CC(=O)N(CCc2ccc(F)cc2)C1 (stereo not drawn)
 : -1.3%, -0.8%, 1.3%, -7.1%, -1.6%, 4.2%, 1.5%, 28.8%, 0.3, 3.8%, -7.7%
Cc1cc(C(=O)COC(=O)c2cccs2)c(C)n1-c1c(C)n(C)n(-c2ccccc2)c1=O
 : -3.0%, ?, 7.7%, 6.3%, 9.8%, 8.2%, 1.7%, -13.4%, 7.8, 1.4%, 4.7%
CS(=O)(=O)c1ccc(Cl)c(NC(=O)CCN2C(=O)C3CC=CCC3C2=O)c1 (stereo not drawn)
 : -5.8%, -0.2%, 17.6%, -4.6%, 0.1%, -8.5%, 1.9%, -13.1%, -21.2, 4.5%, 2.2%
Cc1ccccc1S(=O)(=O)c1c(C)cc(C)n(C)c1=O
 : 0.7%, 3.1%, -6.7%, -5.4%, 1.5%, -3.7%, -10.4%, 5.0%, -2.7, -0.9%, 6.6%
O=C(c1ccco1)N(CCO)Cc1cc2cc3c(cc2[nH]c1=O)OCO3
 : -1.5%, 3.9%, 8.1%, 0.1%, -14.1%, 1.3%, 1.1%, -20.9%, 19.0, 34.9%[activator], 7.4%
CNC(=S)N1N=C(c2ccc(C)cc2)CC1c1ccc(N(C)C)cc1 (stereo not drawn)
 : -3.5%, -1.8%, -14.8%, 6.9%, -1.7%, -1.9%, -2.3%, -7.1%, -5.3, -1.8%, ?
COc1ccc(C(=O)CCc2ccccc2O)c(OC)c1
 : 0.6%, -15.5%, -1.1%, 0.2%, 5.2%, -1.9%, -0.5%, 2.4%, -15.9, -1.0%, ?
COc1ccc(NC(=O)CSc2nnc(N)n2CC(=O)Nc2ccc(OC)cc2)cc1
 : 0.2%, ?, 0.2%, -0.9%, 1.7%, 3.4%, -2.4%, -9.5%, -1.0, 1.6%, -0.7%
COc1ccc(CCNC(=O)C2CCC(=O)N2CCc2ccccc2)cc1OC (stereo not drawn)
 : -2.0%, -9.5%, 5.2%, 1.5%, -1.4%, -1.1%, -0.1%, 0.0%, 4.1, 0.8%, -7.7%
CCOC(=O)CCc1c(C)c2ccc(OC3CCCCC3=O)cc2oc1=O (stereo not drawn)
 : -0.7%, -18.1%, -1.7%, -7.3%, -3.3%, -33.3%, -0.3%, -10.5%, -0.8, 13.4%, ?
Cc1c(/C=C/C(=O)c2ccc(C(C)C)cc2)cnn1C
 : -4.9%, ?, ?, -5.4%, -0.8%, 6.8%, 0.4%, -30.0%, -1.8, 6.5%, ?
Cc1ccc(C)c(NC(=O)C2CC(O)CN2C(=O)OCc2ccccc2)c1 (stereo not drawn)
 : 1.0%, -7.0%, 21.3%, -0.2%, 5.9%, 8.0%, -5.2%, -0.8%, -3.3, -0.4%, -3.8%
CCOc1cc(/C=N/N=C(N)N)ccc1OCc1ccc(Cl)cc1
 : 1.3%, -16.9%, -11.6%, -3.8%[46.1 µM], -7.6%, -6.0%, -2.0%, -60.2%[inhibitor], 18.3, -19.8%, -11.3%

Screening data (PubChem BioAssay)
